High-throughput results deposited in PubChem BioAssay by several laboratories.
Plk1 PBD FP – blocks phosphopeptide binding to human Plk1 polo box domain; 0.13% of 97,000 active; P53350; inhibition, %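 (tested at about 20 µM)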; Plk1 PBD phosphopeptide binding, fluorescence polarization; in the data active = inhibition above about 34%, passing the limit was not always enough
CYP2C9 inhib – inhibitors of human CYP2C9 | P11712 | CYP2C9 Supersomes, luciferin-H conversion, luminescence | inhibition, % at 5 µM | 20% of 96,000 active;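 active = blocking of liver enzyme CYP2C9 beyond about 50% at 5 µM, limit read from the data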; also: values of inactives mirror those of a sister screen read the other way
CYP2C19 inhib – inhibitors of human CYP2C19; CYP2C19 Supersomes, luciferin-H EGE luminescence, 30 min; inhibition, % at 5 µM; AID 778; 21% of 96,000 active;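 active = CYP2C19 inhibition above a set limit at 5 µM in the primary screen, cut at about 50% in these data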;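 also: plate controls were negative control wells for no effect and 2.5 mM tranylcypromine positive control for full effect; values of inactives mirror those of a sister screen read the other way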
Target sequence (P33261 whole entry, looked up): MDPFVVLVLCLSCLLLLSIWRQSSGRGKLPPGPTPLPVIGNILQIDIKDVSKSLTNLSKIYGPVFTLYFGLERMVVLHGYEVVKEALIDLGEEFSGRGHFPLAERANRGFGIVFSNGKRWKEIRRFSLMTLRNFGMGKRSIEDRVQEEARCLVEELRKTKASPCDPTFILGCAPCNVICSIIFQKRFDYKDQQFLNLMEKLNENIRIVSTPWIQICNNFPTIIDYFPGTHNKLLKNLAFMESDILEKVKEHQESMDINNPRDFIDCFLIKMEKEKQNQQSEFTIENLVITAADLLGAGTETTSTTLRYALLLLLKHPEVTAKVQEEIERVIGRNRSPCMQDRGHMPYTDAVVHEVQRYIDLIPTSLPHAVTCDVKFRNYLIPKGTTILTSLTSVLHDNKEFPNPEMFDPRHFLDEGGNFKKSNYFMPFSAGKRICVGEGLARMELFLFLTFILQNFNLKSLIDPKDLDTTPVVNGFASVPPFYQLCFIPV
HIV Rev-RRE inh – HIV Rev-RRE protein-RNA interaction inhibition | P05866 | Rev peptide-RRE RNA binding, FRET | inhibition, % at 8 µM | 0.79% of 97,000 active | AID 704;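 active = inhibition above the screen-wide mean plus 3 SD, cut at about 35% in these data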;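 also: 0% = median DMSO wells and 100% = median Neomycin B control wells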
Target sequence (P05866 whole entry, looked up): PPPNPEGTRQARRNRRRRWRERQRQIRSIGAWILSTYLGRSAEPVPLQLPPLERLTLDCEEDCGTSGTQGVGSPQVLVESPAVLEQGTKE
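Test system: Cy5-tagged RRE RNA duplex with fluorescein-tagged Rev peptide; Probe or stimulus: labelled Rev peptide; Schedule: 5 min preincubation and 15 min binding, 25 °C; Signal: FRET fluorescence readout; Evaluation: % inhibition from 671/540 nm acceptor-to-donor ratio, scaled between controls; Control set: DMSO and neomycin B.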
CYP2C9 act – CYP2C9 (human) activation; activation factor at 5 µM; 1.4% of 96,000 active; AID 1024; recombinant CYP2C9, luciferin-H conversion, luminescence; active compounds read high; factor 1 = untreated enzyme, 0 = blocked;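 active = activation factor of 2 or more for CYP2C9 at a 5 µM dose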;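 also: 0 = sulfaphenazole-blocked wells and 1 = vehicle-only wells; values of inactives mirror those of a sister screen read the other way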
PLK1 kinase inh – inhibitors of human PLK1 kinase; recombinant PLK1 kinase, TR-FRET peptide phosphorylation; 0.53% of 97,000 active; inhibition, % at 10 µM; P53350;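 active = inhibition of 50% or more in the single-concentration screen; inactive = inhibition below 50%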;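 also: 0% = DMSO max control and 100% = H-89 dihydrochloride min control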
EphB4 antag – blocks human EphB4 binding to ephrin-B2 | 0.15% of 97,000 active | EphB4 LBD / TNYL-RAW-Alexa532 peptide, fluorescence polarization | inhibition, % at 7 µM;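 active = inhibition above the screen-wide mean inhibition plus 3 SD, cut at about 15% in these data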;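 also: 0% = DMSO wells and 100% = excess unlabeled TNYL-RAW peptide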
PLAP activator – human PLAP activation; P05187; purified PLAP enzyme, luminescent substrate read-out; active compounds read high; activation fold at 20 µM; 1.2% of 96,000 active; in the data active = activation fold above about 2
CYP2C19 act – cytochrome P450 2C19 (human) activation. recombinant CYP2C19, luciferin-H EGE luminescence; active compounds read high; 0 = fully inhibited enzyme, 1 = untreated enzyme. activation factor at 5 µM. 96,000 tested, under 10 active. AID 1025;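 active = activation factor of at least 2 at 5 µM in the primary screen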;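 also: 0 = wells with 2.5 mM tranylcypromine and 1 = vehicle-only wells; values of inactives mirror those of a sister screen read the other way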
* hit, by the source's call; · = not tested or not shown.

SMILES	Plk1 PBD FP	CYP2C9 inhib	CYP2C19 inhib	HIV Rev-RRE inh	CYP2C9 act	PLK1 kinase inh	EphB4 antag	PLAP activator	CYP2C19 act
CCOC(=O)N1CCC(NC(=O)CN2C(=O)CSc3nc(C)cc(C)c32)CC1	-4.0	26.3	61.4*	0.6	0.7	-11.5	-3.9	1	0.4
CSc1nsc(SC)c1C(=O)NCCNS(=O)(=O)c1ccc(C)cc1	-8.0	45.3	18.7	0.9	0.5	-9.3	-4.8	1.1	0.8
O=c1cc2c(nn1Cc1ccc(Cl)cc1Cl)-c1ccccc1CC2	-17.7	66.8*	51.4*	9.8	0.3	-3.0	7.0	0.9	0.5
CCc1ccc(/C=c2\s/c(=C\C(=O)C(C)(C)C)[nH]c2=O)cc1	-0.2	22.0	12.1	15.8	0.8	-7.3	3.6	1.6	0.9
O=C(O)c1ccc(Sc2nnnn2-c2ccccc2)c([N+](=O)[O-])c1	-9.0	9.5	-0.9	4.9	0.9	0.9	-4.0	1.1	1
O=C1CC(NCc2ccc3c(c2)OCO3)C(=O)N1CCc1ccccc1 (stereo unspecified)	·	47.3	75.0*	·	0.5	·	·	1.4	0.3
Cn1c(N2CCN(C(=O)NC34CC5CC(CC(C5)C3)C4)CC2)nc2ccccc21	2.7	·	·	4.7	·	-7.8	-1.0	·	·
O=C(CSc1nnc(CNC(=O)c2c(F)cccc2Cl)o1)NCc1ccc2c(c1)OCO2	29.0	5.3	-6.3	7.8	0.9	-2.6	0.6	0.9	1.1
c1ccc(Nc2nc3ccccc3o2)cc1	-5.9	17.3	44.9	9.3	0.8	-4.1	2.3	0.8	0.6
COc1cccc2c(=O)n(CC(=O)N3CCN(c4ccccc4)CC3)ccc12	-14.0	·	·	1.5	·	-12.1	0.3	·	·
Cc1cc(/C=N/NC(=O)Cn2c3ccccc3c(=O)c3ccccc32)c(C)n1-c1ccccc1	-3.9	31.4	9.2	0.8	0.7	4.0	-8.3	1.2	0.9
CC(=O)C1=C(C)NC(=O)NC1c1cccc(O)c1 (stereo unspecified)	12.8	-2.5	45.1	6.6	1	4.7	-0.1	1.1	0.5
COC(=O)c1ccc(COC(=O)c2c(C)nn(Cc3ccccc3Cl)c2Cl)o1	-5.2	83.3*	90.5*	7.8	0.2	-9.4	-6.6	1.4	0.1
Cc1ccc2oc(=O)c3cnn(CC(=O)NC4CCN(Cc5ccccc5)CC4)c3c2c1	-21.3	1.0	-0.4	6.1	1	4.3	-3.3	1.6	1
COc1ccc(CCNC(=O)CCNS(=O)(=O)c2cccc3nsnc23)cc1OC	·	35.1	72.5*	·	0.6	·	·	1.2	0.3
COc1ccc(N2CCN(S(=O)(=O)c3cccs3)CC2)cc1	-6.4	35.6	77.4*	8.1	0.6	-9.7	1.7	0.9	0.2
CCn1c(SCC(=O)Nc2nccs2)nnc1-c1ccccc1	36.0	51.7*	92.1*	-1.3	0.5	24.7	-0.4	1	0.1
CCOC(=O)c1sc(N)nc1-c1ccccc1	-31.9	·	·	8.0	·	-4.1	8.7	·	·
CCOC(=O)c1c(C(C#N)C#N)cc(C)nc1C	-9.4	41.1	-4.1	7.9	0.6	0.2	-1.9	1	1
CC(C)(C)c1nc(CN2CCCCC2)cc(CN2CCCCC2)c1O	-7.2	3.0	20.3	9.6	1	-1.5	4.9	1.7	0.8
O=C1/C(=C\c2ccc3ccccc3c2)CCCc2ccccc21	14.0	·	·	11.5	·	-1.4	-7.6	·	·
COc1ccc(S(=O)(=O)N(CC(=O)N/N=C/c2cccs2)c2ccc(C)cc2)cc1OC	-4.8	46.9	99.2*	11.5	0.5	-8.9	2.8	1	0
CC(=O)Nc1nc(C)c(Cc2ccccc2)c(=O)[nH]1	·	-0.9	6.3	·	1	·	·	1	0.9
Cc1ccc(S(=O)(=O)N/N=C\c2cn(-c3ccccc3)nc2-c2ccccc2)cc1	-21.8	66.8*	27.7	6.9	0.3	-10.0	3.7	1.5	0.7
COC(=O)c1ccc(Cn2nnc3c(sc4nc(N5CCOCC5)c5c(c43)CCCC5)c2=O)o1	-7.8	·	·	8.7	·	-9.9	2.3	·	·
Remaining list, next part.
SMILES	Plk1 PBD FP	CYP2C9 inhib	CYP2C19 inhib	HIV Rev-RRE inh	CYP2C9 act	PLK1 kinase inh	EphB4 antag	PLAP activator	CYP2C19 act
COc1ccc(C2CC(=O)Nc3ccccc3S2(=O)=O)cc1OC (stereo unspecified)	·	-4.5	40.3	·	1	·	·	1.1	0.6
O=C(CN1CCSCC1)N/N=C/c1ccc(F)c(F)c1	-0.3	-28.2	8.0	-2.8	1.3	-3.7	-11.9	1	0.9
CCOC(=O)CCn1nc(-c2ccccc2)cc1N	0.4	9.8	65.8*	9.9	0.9	-4.4	5.1	1	0.3
CCOc1cc2c(cc1OCC)C(C(=O)O)C(c1cc(OC)c(OC)c(OC)c1)N(C)C2=O (stereo unspecified)	7.3	16.3	8.3	0.8	0.8	2.3	-10.1	1.2	0.9
Cc1ccccc1NS(=O)(=O)c1ccc(NC(=O)c2nc3ncccn3n2)cc1	-9.3	45.7	11.6	-1.2	0.5	-11.0	0.1	0.9	0.9
CC1=C(C(=O)OC(C)C)C(c2coc3ccccc3c2=O)C2=C(CCCC2=O)N1 (stereo unspecified)	18.2	62.4*	46.4	5.4	0.4	-9.5	5.9	1.4	0.5
Cc1ccc(CNC(=O)C2CCCN(S(C)(=O)=O)C2)cc1 (stereo unspecified)	-23.4	-3.4	26.6	3.0	1	-2.0	3.0	0.9	0.7
COc1ccc(CNC(=O)C2CCCN(c3nc4ccccc4o3)C2)c(OC)c1 (stereo unspecified)	-39.5	42.0	36.2	4.6	0.6	-3.9	4.4	1.4	0.6
O=C(Nc1ccc(Cl)cc1)N1CCC(c2nc(-c3ccc(F)cc3)no2)CC1	6.5	-5.0	6.4	11.1	1.1	-1.6	3.4	1.3	0.9
CCCN1CN(Cc2ccco2)c2nc3ccccc3n2C1	18.9	2.2	10.8	-0.7	1	-13.4	-1.6	1.1	0.9
Cc1cc(N2CCCCC2)nc(N2CCOCC2)n1	2.7	16.4	-4.6	7.8	0.8	-2.7	0.1	1	1
COC(=O)c1sc2nc3c(cc2c1N)C(=O)CC(C)(C)C3	1.4	0.9	3.3	0.3	1	-6.2	-9.5	1	1
CCSC(=O)CCCCCCCCCCCO	-15.0	42.0	18.4	-0.5	0.6	-10.9	-2.0	0.8	0.8
Cc1csc(N(C)C(=O)CSc2nnc(COc3cccc4ccccc34)o2)n1	-15.9	-32.4	20.3	4.0	1.3	11.1	-1.1	1.2	0.8
Cc1cc(C(F)(F)F)nc(Nc2nc(C)c3ccccc3n2)n1	-37.8	-0.5	-16.6	7.6	1	-10.9	1.0	1.2	1.2
CCOc1ccccc1-n1c(COc2ccccc2)nnc1SCC(N)=O	1.1	3.6	37.5	4.7	1	-2.3	-0.1	1.5	0.6
CCOC(=O)N1CCC(c2cc(=O)n3[nH]c(C)c(-c4ccc(F)cc4)c3n2)CC1	3.7	68.5*	33.4	-3.5	0.3	-15.0	4.2	1.5	0.7
CN(C)S(=O)(=O)c1ccc(C(=O)Nc2ccccc2OC(F)(F)C(F)F)cc1	4.1	31.4	-1.1	5.0	0.7	-10.4	6.6	1.1	1
COc1ccc(C(c2nnnn2C2CCCC2)N2CCN(c3ccccc3)CC2)cc1 (stereo unspecified)	9.7	·	·	-1.0	·	-18.3	-3.8	·	·
O=C(c1cc(S(=O)(=O)N2CCCCC2)ccc1F)N1CCCCC1	3.3	16.6	12.9	-0.8	0.8	-13.7	-3.8	1	0.9
CCCn1c(=N)n(CC(O)c2ccco2)c2ccccc21 (stereo unspecified)	-31.5	-3.9	-2.7	7.4	1	-0.8	3.8	0.9	1
CC1(C)CC(=O)C(CC2=C(O)CC(C)(C)CC2=O)=C(O)C1	10.6	26.1	85.7*	2.8	0.7	1.5	-5.6	1	0.1
N#Cc1c(C(F)(F)F)cc(-c2ccc(Cl)c(Cl)c2)nc1SCCN1CCOCC1	1.9	-4.1	-13.6	17.9	1	-16.7	-3.2	1.2	1.1
Cc1cc(C)c2c(n1)nn1c(C)c(CCC(=O)NCc3ccco3)c(C)nc21	·	-0.9	-10.5	·	1	·	·	1.3	1.1
CN(C)/C=C(\C(=O)c1ccc(Cl)cc1)c1nnnn1-c1ccc(Cl)cc1	-12.3	·	·	1.1	·	-8.9	-3.4	·	·
Additional compounds
SMILES	Plk1 PBD FP	CYP2C9 inhib	CYP2C19 inhib	HIV Rev-RRE inh	CYP2C9 act	PLK1 kinase inh	EphB4 antag	PLAP activator	CYP2C19 act
COc1ccccc1NS(=O)(=O)c1ccc(NC(C)=O)cc1	-6.5	-72.6	93.0*	5.9	1.7	-7.0	-3.8	1.1	0.1
COc1ccc(C2C(C(=O)N3CCN(c4ccccc4)CC3)c3ccccc3C(=O)N2C)cc1 (stereo unspecified)	12.2	·	·	-2.7	·	-4.8	-6.1	·	·
CC(C)C[C@H](NC(=O)OC(C)(C)C)c1nnc(SCc2ccccc2)o1	-13.8	64.8*	73.9*	5.1	0.4	0.4	3.3	1.6	0.3
CCc1nnc(NC(=O)c2ccc(OC)cc2OC)s1	-31.1	26.9	21.4	6.1	0.7	-6.1	-0.3	1.3	0.8
CCOC(=O)c1cnc2c(Cl)cc(Cl)cc2c1NCCOCCO	-8.0	14.7	1.6	4.0	0.9	-7.7	4.4	1.5	1
N=c1c(C(=O)NCc2ccco2)cc2c(=O)n3ccccc3nc2n1CCc1ccccc1	-7.1	17.1	18.2	6.2	0.8	-22.0	6.2	1.6	0.8

9 of these compounds, set out differently:
canonical_smiles,Plk1 PBD FP,CYP2C9 inhib,CYP2C19 inhib,HIV Rev-RRE inh,CYP2C9 act,PLK1 kinase inh,EphB4 antag,PLAP activator,CYP2C19 act
CC1(C)CC(=O)C(CC2=C(O)CC(C)(C)CC2=O)=C(O)C1,10.6,26.1,85.7*,2.8,0.7,1.5,-5.6,1,0.1
N#Cc1c(C(F)(F)F)cc(-c2ccc(Cl)c(Cl)c2)nc1SCCN1CCOCC1,1.9,-4.1,-13.6,17.9,1,-16.7,-3.2,1.2,1.1
Cc1cc(C)c2c(n1)nn1c(C)c(CCC(=O)NCc3ccco3)c(C)nc21,·,-0.9,-10.5,·,1,·,·,1.3,1.1
CN(C)/C=C(\C(=O)c1ccc(Cl)cc1)c1nnnn1-c1ccc(Cl)cc1,-12.3,·,·,1.1,·,-8.9,-3.4,·,·
COc1ccccc1NS(=O)(=O)c1ccc(NC(C)=O)cc1,-6.5,-72.6,93.0*,5.9,1.7,-7.0,-3.8,1.1,0.1
COc1ccc(C2C(C(=O)N3CCN(c4ccccc4)CC3)c3ccccc3C(=O)N2C)cc1 (stereo unspecified),12.2,·,·,-2.7,·,-4.8,-6.1,·,·
CC(C)C[C@H](NC(=O)OC(C)(C)C)c1nnc(SCc2ccccc2)o1,-13.8,64.8*,73.9*,5.1,0.4,0.4,3.3,1.6,0.3
CCc1nnc(NC(=O)c2ccc(OC)cc2OC)s1,-31.1,26.9,21.4,6.1,0.7,-6.1,-0.3,1.3,0.8
CCOC(=O)c1cnc2c(Cl)cc(Cl)cc2c1NCCOCCO,-8.0,14.7,1.6,4.0,0.9,-7.7,4.4,1.5,1
